Source: PubChem BioAssay
BoNT F protease = BoNT F light chain protease inhibition; AID 588497; inhibition, % at 10 µM; Multiplex microsphere protease cleavage assay, flow cytometry; hit rate 0.22% among 360,000; in the data active means inhibition above about 35%, passing the limit was not always enough; inconclusive means no clear call, values can overlap the other calls; further: plate controls were buffer without enzyme for full effect and enzyme alone for no effect
GDH-TPI counter = inhibits GDH-TPI coupling enzymes, artifact for Mtb FBA screen. GDH-TPI coupled enzyme counterscreen, NADH absorbance. inhibition, % at 4.8 µM. hit rate 1.2% among 360,000. AID 588335; in the data active means inhibition above about 30%;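 further: 0% = DMSO wells and 100% = wells lacking the enzyme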
Mtb UGM inh = blocks M. tuberculosis UGM enzyme | P9WIQ1 | purified UGM, fluorescence polarization probe displacement | inhibition, % at 10 µM | hit rate 0.06% among 320,000 | AID 504406; in the data active means inhibition above about 10%, passing the limit was not always enough; inconclusive means no clear call, values can overlap the other calls
Mtb FBA inh = Mtb fructose-bisphosphate aldolase inhibition | purified M. tuberculosis FBA, fluorescence read-out | P9WQA3 | hit rate 2.3% among 360,000 | inhibition, % at 1 µM; in the data active means inhibition above about 27%;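 further: 0% = vehicle and 100% = reference inhibitor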
Target sequence (P9WQA3 whole entry, looked up): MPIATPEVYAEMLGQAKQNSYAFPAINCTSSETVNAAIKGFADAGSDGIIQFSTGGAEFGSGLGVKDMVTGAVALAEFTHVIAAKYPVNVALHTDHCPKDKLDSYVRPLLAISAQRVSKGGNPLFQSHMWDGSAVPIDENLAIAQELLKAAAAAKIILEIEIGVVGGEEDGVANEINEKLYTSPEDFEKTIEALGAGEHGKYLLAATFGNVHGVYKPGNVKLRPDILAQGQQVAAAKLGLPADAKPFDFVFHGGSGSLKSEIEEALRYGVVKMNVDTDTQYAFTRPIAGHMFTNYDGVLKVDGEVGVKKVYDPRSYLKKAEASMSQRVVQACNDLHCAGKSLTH
Anthrax LF inh2 = anthrax lethal factor protease inhibition; P15917; multiplex microsphere protease cleavage assay, LF; inhibition, % at 10 µM; hit rate 0.12% among 360,000; AID 588501; further: plate controls were buffer without enzyme for full effect and enzyme alone for no effect
Target sequence (P15917 whole entry, looked up): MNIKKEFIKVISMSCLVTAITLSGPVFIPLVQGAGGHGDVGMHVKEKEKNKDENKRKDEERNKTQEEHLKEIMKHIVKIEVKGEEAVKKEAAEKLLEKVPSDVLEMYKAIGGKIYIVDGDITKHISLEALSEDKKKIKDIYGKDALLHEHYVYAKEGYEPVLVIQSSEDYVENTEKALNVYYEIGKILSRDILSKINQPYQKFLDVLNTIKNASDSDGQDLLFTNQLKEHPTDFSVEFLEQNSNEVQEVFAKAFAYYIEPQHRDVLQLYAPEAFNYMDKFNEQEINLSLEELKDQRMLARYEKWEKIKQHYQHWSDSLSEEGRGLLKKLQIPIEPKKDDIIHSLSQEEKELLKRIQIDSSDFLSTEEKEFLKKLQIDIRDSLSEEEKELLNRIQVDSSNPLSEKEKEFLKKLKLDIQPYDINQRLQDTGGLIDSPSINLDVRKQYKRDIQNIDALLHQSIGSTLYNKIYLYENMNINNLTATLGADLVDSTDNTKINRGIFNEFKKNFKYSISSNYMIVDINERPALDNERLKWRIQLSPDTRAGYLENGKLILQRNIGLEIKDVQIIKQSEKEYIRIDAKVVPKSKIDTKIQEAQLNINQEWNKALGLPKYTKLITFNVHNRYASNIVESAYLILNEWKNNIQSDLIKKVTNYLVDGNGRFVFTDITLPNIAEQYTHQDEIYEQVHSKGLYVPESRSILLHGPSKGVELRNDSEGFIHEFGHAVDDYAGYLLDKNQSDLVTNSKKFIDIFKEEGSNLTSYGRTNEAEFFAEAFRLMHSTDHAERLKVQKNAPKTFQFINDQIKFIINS
BoNT A protease = BoNT A light chain protease inhibition | AID 588499 | inhibition, % at 10 µM | multiplex microsphere protease substrate cleavage, flow cytometry | hit rate 0.17% among 360,000; further: plate controls were buffer without enzyme for full effect and enzyme alone for no effect
PfHsp40 rescue = compounds rescuing yeast from Plasmodium falciparum HSP40 toxicity | S. cerevisiae expressing PfHsp40, growth rescue, ATP luminescence | growth rescue, % at 12.5 µM | hit rate 0.68% among 340,000 | AID 504582; in the data active means growth rescue above about 28%, passing the limit was not always enough; inconclusive means no clear call, values can overlap the other calls;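 further: yeast W303a lacking pdr1 and pdr3 grown in galactose medium; growth measured after three days at 30 °C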
BioA inh = BioA (M. tuberculosis) enzyme inhibition. purified M. tuberculosis BioA enzyme, plate reader. inhibition, % at 9.99 µM. hit rate 0.096% among 360,000. AID 602481; in the data active means inhibition above about 40%; inconclusive means no clear call, values can overlap the other calls
FadD28 binding = M. tuberculosis FadD28 bisubstrate binding inhibition; hit rate 0.22% among 360,000; inhibition, % at 12.5 µM; FadD28 bisubstrate probe binding, fluorescence polarization; in the data active means inhibition above about 8.5%, passing the limit was not always enough; inconclusive means no clear call, values can overlap the other calls
Active calls of the source: *; ? = inconclusive; . = not tested or not shown. Unless noted, no stated cut-off is given here; in the data, active means inhibition above about 30%; inconclusive means no clear call, values can overlap the other calls; inactive means below that.

SMILES	BoNT F protease	GDH-TPI counter	Mtb UGM inh	Mtb FBA inh	Anthrax LF inh2	BoNT A protease	PfHsp40 rescue	BioA inh	FadD28 binding
CCOc1cc(/C=N/Nc2cc(C)nc3ccc(C)cc23)ccc1O	?	25	0.1	5	5	?	0.9	1.9	-2.4
CCOC(=O)C1CCCN(c2c(C(=O)c3ccccc3)cnc3ccc(OC)cc23)C1 (configuration not stated)	-5	2	-0.3	1	-5	0.2	-1.4	-0.4	-3.7
CC(=O)c1cccc(NC(=O)N2CCN(S(C)(=O)=O)CC2)c1	2	-6	-1.7	-1	1	0.0	-0.3	.	-3.2
O=[N+]([O-])c1c(Nc2ccccc2O)ccc2nonc12	-5	5	-1.8	-7	-3	-1.3	-0.9	2.9	-2.1
Cc1ccc(C2(C)NC(=O)N(CC(=O)c3ccc4c(c3)OCCO4)C2=O)cc1 (configuration not stated)	4	-7	0.2	-1	6	0.7	0.4	-1.1	-2.7
Cc1ccc(CNC(=O)c2coc(=O)c3ccccc23)o1	0	12	-2.1	1	-2	1.0	1.1	-0.8	-3.9
O=C(COC(=O)c1ccc(F)cc1)Nc1ccc2c(c1)OCO2	-17	2	1.7	-1	-2	-0.2	-2.1	-2.1	-0.3
CCCC1NC(=O)c2cccnc2-n2c1nc1cc(F)c(F)cc1c2=O (configuration not stated)	7	16	.	2	-2	-0.1	.	-7.8	-1.8
CC(C)OC(=O)CSc1nnc(CNc2ccc(Cl)cc2)n1C	0	4	1.0	4	-6	-0.6	0.2	.	-3.7
CC(C)(C)c1ccccc1NC(=O)CN1C(=O)NC(Cc2ccccc2)C1=O (configuration not stated)	-6	6	-0.4	4	-3	1.1	.	.	-0.3
COc1cc(/C=C/c2cc(C(=O)O)c3ccccc3n2)ccc1OC(F)F	-2	19	-4.2	15	-2	0.5	-0.1	.	-2.0
O=S(=O)(Nc1cc(S(=O)(=O)N2CCOCC2)ccc1NCC1CCCO1)c1ccc(F)cc1 (configuration not stated)	-4	-5	0.3	-3	-2	-0.6	0.5	-0.1	-1.7
O=C(COc1ccc(S(=O)(=O)N2CCCC2)cc1Cl)NC1CC1	0	-15	5.1	-2	-3	-2.4	0.6	0.7	-1.2
Cc1ccc(NC(=O)Nc2cccc(C)n2)c(C)c1	0	3	0.7	-1	-3	0.6	-0.8	-0.6	-2.7
CCOC(=O)c1c(C)c(C(=O)NCc2ccccc2OC)c(C)n1C	-6	3	-0.7	2	1	-4.7	1.1	-0.7	-1.6
COc1ccc(C)cc1Nc1nc(C)nc2c1oc1ccccc12	1	12	-0.1	11	-14	-3.0	0.8	-1.0	-2.6
CN(C)c1nc2ncn(Cc3ccccc3)c2c(=O)[nH]1	-6	1	1.3	-3	-6	-0.3	0.6	.	-0.5
CCOC(=O)c1c(N)sc2c1C1CCN2CC1	-14	9	4.9	0	1	-0.7	-0.3	0.4	-0.3
CCCC[N+]1(C)C2CC(OC(=O)C(CO)c3ccccc3)CC1C1OC12 (configuration not stated)	4	6	-5.8	0	-5	0.4	0.9	0.0	0.2
Cc1ccc(C)c(S(=O)(=O)N2CCN(C(C(=O)Nc3ccc(F)cc3)c3ccccc3)CC2)c1 (configuration not stated)	-1	9	1.1	3	0	-0.4	-0.7	.	-1.6
Cc1ccc(C)c(N2CCN(C(=O)CCc3nc(-c4ccccc4C)no3)CC2)c1	-2	6	.	-2	-5	-0.9	5.8	-1.4	-0.9
CC(=O)Nc1ccc(OCC[n+]2cccc(C(N)=O)c2)cc1	-3	5	2.3	4	-10	0.9	0.7	0.4	-0.4
OC[C@@H]1CCCN1Cc1nc(-c2cccs2)no1	-4	-2	-1.7	0	-1	-1.3	-1.2	.	0.2
O=C(Nc1cccc2ccccc12)NC1CCCCC1	-9	2	-2.0	7	-11	-3.2	-1.0	0.1	1.9
CCCN=C1N(C)C[C@@H]2[C@@H]3C(=O)N(Cc4ccccc4)C(=O)[C@@H]3[C@](CC)(C(=O)OC)N12	1	5	.	3	-3	-0.6	-0.1	-1.4	-1.1

Three entries from above, arranged by molecular weight, largest number first:
SMILES	BoNT F protease	GDH-TPI counter	Mtb UGM inh	Mtb FBA inh	Anthrax LF inh2	BoNT A protease	PfHsp40 rescue	BioA inh	FadD28 binding
Cc1ccc(C)c(S(=O)(=O)N2CCN(C(C(=O)Nc3ccc(F)cc3)c3ccccc3)CC2)c1 (configuration not stated)	-1	9	1.1	3	0	-0.4	-0.7	.	-1.6
CCCN=C1N(C)C[C@@H]2[C@@H]3C(=O)N(Cc4ccccc4)C(=O)[C@@H]3[C@](CC)(C(=O)OC)N12	1	5	.	3	-3	-0.6	-0.1	-1.4	-1.1
COc1cc(/C=C/c2cc(C(=O)O)c3ccccc3n2)ccc1OC(F)F	-2	19	-4.2	15	-2	0.5	-0.1	.	-2.0

Further records
SMILES	BoNT F protease	GDH-TPI counter	Mtb UGM inh	Mtb FBA inh	Anthrax LF inh2	BoNT A protease	PfHsp40 rescue	BioA inh	FadD28 binding
COC(=O)[C@@H](c1ccccc1)C1CCCCN1 (some centres not stated)	5	3	.	2	4	-0.1	-1.2	-0.7	-0.7
C=CCOc1c(Br)cc(/C=C2/C(=O)ON=C2C)cc1OC	-11	-1	-1.6	0	2	0.4	-1.1	-1.6	1.2
CCCCCc1nnc(NC(=O)Cn2cnc3ccccc3c2=O)s1	3	15	0.2	-2	3	0.7	-0.1	.	-0.4
O=C(c1cccc(OC2CCN(Cc3ccc(F)cc3Cl)CC2)c1)N1CCCC1	1	-12	0.0	-1	-4	-4.7	-0.4	1.8	-1.6
O=C(c1ccc(N2CCCS2(=O)=O)cc1)N1CCN(c2ccc(F)cc2)CC1	7	5	-0.2	1	4	0.3	-0.4	-1.1	-2.5
CC(=O)C1=C(O)C(=O)N(c2ccc(S(N)(=O)=O)cc2)C1c1cccc([N+](=O)[O-])c1 (configuration not stated)	2	23	2.6	4	4	-0.7	0.7	2.2	-1.3
CC(=O)c1c(C)nc2ccc([N+](=O)[O-])cc2c1-c1ccccc1	?	9	0.6	3	-19	-1.1	2.5	-2.9	0.8
NC(=O)CSCc1ccc(Br)cc1	-11	7	0.2	2	-2	-1.1	0.8	-1.1	-1.3
C/C(CCc1ccc2c(c1)OCO2)=N\NC(=O)c1ccc(C)cc1C	0	10	0.3	-1	-9	-0.3	-0.7	.	-1.6
COc1ccccc1NC(=O)C[n+]1ccccc1	-3	6	5.2	-4	10	0.0	0.7	.	-2.4
Cc1ccc(C(=O)NN2C(=O)C3C4C=CC(C5CC45)C3C2=O)cc1 (configuration not stated)	-14	-2	-0.8	2	-4	-2.4	-1.5	.	0.0
O=C(NNC(=O)c1ccccc1Cl)c1cc2cc(OC(F)(F)F)ccc2[nH]1	?	9	-2.8	0	-6	?	-2.1	.	-0.1
O=S(=O)(c1cccs1)N1CN(C2CCCCC2)c2nc3ccccc3nc21	-8	3	0.2	9	4	-0.8	-0.5	1.2	1.7
Cc1ccc(S(=O)(=O)/N=C(/Nc2c(C)n(C)n(-c3ccccc3)c2=O)c2ccc(Cl)cc2)cc1	9	14	-1.7	1	-1	0.2	-1.1	0.7	-1.1
COc1ccccc1CC(=O)NCc1csc(-c2cccs2)n1	-9	3	0.0	7	-8	-0.1	.	-0.4	-0.7
O=C(Nc1c2c(nn1-c1cccc(Cl)c1)CS(=O)(=O)C2)C1CC1	0	-1	-1.9	-2	-1	-0.5	-0.1	-2.2	-2.5
Cc1cc(Cl)ccc1OCC(=O)NC(=S)Nc1ccc(Cl)cn1	1	2	0.4	-2	-4	0.6	0.5	-1.4	-2.9
CC(=O)Nc1ccc(/C=N/NC(=O)c2cc3ccccc3nc2C)cc1	-16	26	0.5	0	-1	-0.7	-0.5	5.4	-3.4
O=c1c(C(c2ccc(Cl)cc2)c2c(O)nc3n(c2=O)CCS3)c(O)nc2n1CCS2	.	3	-2.5	0	-23	?	0.4	.	-2.0
COc1ccc(C(=O)/C=C/Nc2ccc(S(=O)(=O)Nc3nc(C)cc(C)n3)cc2)c(OC)c1	3	17	0.2	1	4	0.7	-0.5	-2.5	-4.8
Cc1cccc(NC(=O)Nc2cccc3ccccc23)c1	3	6	2.8	5	-3	-0.4	-0.1	-0.9	-3.3
COC(=O)c1ccc(CSc2ncnc3c2nnn3-c2ccc(OC)cc2)o1	-4	-2	-0.7	6	1	1.0	1.2	8.9	-2.3
COc1cccc(-c2nc(OC(C)C)c3ccccc3n2)c1	6	1	-0.3	-2	-2	0.4	0.2	0.5	-1.5
COc1ccc(OC)c(C2C(C(=O)N(C)C)=C(C)Nc3nc4ccccc4n32)c1 (configuration not stated)	14	2	-1.0	5	3	0.1	1.0	-1.6	-1.1
CCC(=O)N/N=C(\C)CC(=O)Nc1ccc2ccccc2c1	2	7	-0.2	5	-4	-0.2	-1.9	-1.1	-2.6

Nothing new here: an excerpt of the list.
SMILES	BoNT F protease	GDH-TPI counter	Mtb UGM inh	Mtb FBA inh	Anthrax LF inh2	BoNT A protease	PfHsp40 rescue	BioA inh	FadD28 binding
COC(=O)[C@@H](c1ccccc1)C1CCCCN1 (some centres not stated)	5	3	.	2	4	-0.1	-1.2	-0.7	-0.7
C=CCOc1c(Br)cc(/C=C2/C(=O)ON=C2C)cc1OC	-11	-1	-1.6	0	2	0.4	-1.1	-1.6	1.2

The list goes on.
SMILES	BoNT F protease	GDH-TPI counter	Mtb UGM inh	Mtb FBA inh	Anthrax LF inh2	BoNT A protease	PfHsp40 rescue	BioA inh	FadD28 binding
N#Cc1ccc(-c2ccccc2)nc1Sc1ccc(F)cc1	-1	10	3.4	-1	-2	1.9	-1.0	-3.0	-2.5
C=CC[C@@H](CC(=O)N[C@@H](CO)Cc1ccccc1)C(=O)NC[C@@H](OC(=O)[C@@H](CC=C)Cc1ccc(F)cc1)c1ccccc1	-6	4	-2.0	1	1	-0.1	0.9	-1.3	-0.6
CCN(CC)C(=O)CSc1nc(C)cc(C)n1	-4	0	2.3	3	1	0.8	-0.6	.	-0.4
CN(C)CCNC(=O)CNC(=S)N(Cc1ccccc1)Cc1cccnc1	-11	10	0.0	4	-9	0.0	-0.7	0.4	-1.6
CN(Cc1ccccc1)C(=O)c1[nH]cnc1C(=O)Nc1ccccc1F	0	0	.	-1	1	0.3	.	-0.3	-2.9
Cc1ccc2[nH]c3c(=O)n(CCN4CCOCC4)cnc3c2c1	-6	1	1.0	14	1	-0.7	-1.7	-0.6	-1.0
CCN(c1ccccc1)c1nc(=O)c2cccnc2s1	-4	-6	0.3	1	-6	-0.8	1.0	11	-2.3
COC(=O)CCCCCCCCC(=O)Nc1nc2ccccc2s1	-22	5	-3.9	1	4	-0.1	-1.1	-2.0	-1.7
COc1ccc(-c2csc(C(O)c3ccccc3)n2)cn1 (configuration not stated)	1	5	.	-2	1	0.1	.	0.4	-2.5
CC(=O)c1cc2c(cc1NC(=O)CN1CCC(Cc3ccccc3)CC1)OCO2	2	5	-3.8	0	-2	0.7	1.2	-1.7	-0.7
CN(C)c1ccc(C(=S)N2CCN(C(=S)Nc3ccc(Cl)cc3)CC2)cc1	-11	8	2.8	1	-1	0.7	3.8	0.7	1.4
Cc1ccc(NC(=S)N2CCN(c3ccccn3)CC2)c(C)c1	-2	9	2.3	4	-1	-0.2	3.6	.	1.4
COc1cccc(CC2CC(=O)N(CCc3ccc4c(c3)OCO4)C2=O)c1 (configuration not stated)	-10	2	0.6	4	0	-0.1	-0.3	-0.6	-2.4
O=C(OCc1ccccc1)N1C=CCC[C@@H]1c1c(Cl)cccc1Br	4	.	.	2	2	0.4	.	2.7	-2.8
COc1ccc(C(=O)NCCN=C2NS(=O)(=O)c3ccccc32)cc1	2	1	-0.1	-1	3	-0.9	1.4	2.0	-3.5
O=[N+]([O-])c1ccc(/C=N/Nc2ccnc3cc(Cl)ccc23)o1	-4	12	1.2	-4	5	3.8	1.6	-0.2	-2.6
Cc1ccc(NC(=O)CN2C(=O)C3CC=C(Cl)CC3C2=O)cc1 (configuration not stated)	-17	-2	3.2	3	8	1.0	0.8	1.7	-1.8
COC(=O)c1c(NS(=O)(=O)c2ccc(C)cc2)sc2c1CCC(C)C2 (configuration not stated)	-19	4	-0.6	4	-1	0.5	6.7	1.7	1.7
COCCNC(=O)c1onc(CSc2ccncc2)c1C(=O)NCCOC	-6	12	-3.0	4	2	-0.6	-0.6	-3.0	0.4
O=S1(=O)C[C@H]2NC(=S)N(c3ccccc3)[C@H]2C1	2	3	1.8	-1	0	0.5	-1.4	.	-5.4
